High-throughput results from PubChem.
MITF inh – blocks human microphthalmia-associated transcription factor | 650,000 compounds, 0.91% hits | AlphaScreen MITF homodimerization, bead proximity signal | inhibition, % at 2.6 µM; in the data active = inhibition above about 50%;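 also: 0% = vehicle wells with protein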
TEAD-YAP inh – TEAD-YAP interaction inhibition. HEK-TIYL cells, TEAD-Gal4/YAP UAS-luciferase luminescence. inhibition, % at 9.12 µM. 640,000 compounds, 1.4% hits. AID 1259422; in the data active = inhibition above about 32%;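 also: 0% = median of test compound wells and 100% = reference inhibitor wells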
GPR151 activ – human GPR151 activation. Q8TDV0. PathHunter beta-arrestin GPR151 cells, luminescence. activation, % at 11.2 µM. 650,000 compounds, 1% hits; in the data active = activation above about 4.9%;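 also: 0% = median of compound wells and 100% = cells with positive control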
Target sequence (Q8TDV0 whole entry, looked up): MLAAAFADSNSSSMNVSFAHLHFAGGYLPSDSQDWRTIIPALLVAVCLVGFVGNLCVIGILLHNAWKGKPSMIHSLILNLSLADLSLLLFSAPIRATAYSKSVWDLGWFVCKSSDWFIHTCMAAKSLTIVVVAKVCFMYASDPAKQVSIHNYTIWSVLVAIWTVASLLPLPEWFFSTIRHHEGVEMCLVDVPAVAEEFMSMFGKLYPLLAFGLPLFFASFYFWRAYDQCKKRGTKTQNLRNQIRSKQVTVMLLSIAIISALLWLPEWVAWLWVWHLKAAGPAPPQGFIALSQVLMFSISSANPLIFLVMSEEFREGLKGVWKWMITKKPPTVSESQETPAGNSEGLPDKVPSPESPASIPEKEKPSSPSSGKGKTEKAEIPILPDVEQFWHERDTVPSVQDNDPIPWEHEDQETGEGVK
FBW7 act – human FBW7 E3 ligase activation, primary screen; AlphaScreen FBW7–phospho-cyclin E peptide binding, activator screen; normalized activity (activation), % at 26.1 µM; 650,000 compounds, 0.13% hits; AID 1259310; in the data active = normalized activity above about 1.9%;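 also: purified mutant Fbw7 with reduced substrate affinity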
Target sequence (Q969H0 whole entry, looked up): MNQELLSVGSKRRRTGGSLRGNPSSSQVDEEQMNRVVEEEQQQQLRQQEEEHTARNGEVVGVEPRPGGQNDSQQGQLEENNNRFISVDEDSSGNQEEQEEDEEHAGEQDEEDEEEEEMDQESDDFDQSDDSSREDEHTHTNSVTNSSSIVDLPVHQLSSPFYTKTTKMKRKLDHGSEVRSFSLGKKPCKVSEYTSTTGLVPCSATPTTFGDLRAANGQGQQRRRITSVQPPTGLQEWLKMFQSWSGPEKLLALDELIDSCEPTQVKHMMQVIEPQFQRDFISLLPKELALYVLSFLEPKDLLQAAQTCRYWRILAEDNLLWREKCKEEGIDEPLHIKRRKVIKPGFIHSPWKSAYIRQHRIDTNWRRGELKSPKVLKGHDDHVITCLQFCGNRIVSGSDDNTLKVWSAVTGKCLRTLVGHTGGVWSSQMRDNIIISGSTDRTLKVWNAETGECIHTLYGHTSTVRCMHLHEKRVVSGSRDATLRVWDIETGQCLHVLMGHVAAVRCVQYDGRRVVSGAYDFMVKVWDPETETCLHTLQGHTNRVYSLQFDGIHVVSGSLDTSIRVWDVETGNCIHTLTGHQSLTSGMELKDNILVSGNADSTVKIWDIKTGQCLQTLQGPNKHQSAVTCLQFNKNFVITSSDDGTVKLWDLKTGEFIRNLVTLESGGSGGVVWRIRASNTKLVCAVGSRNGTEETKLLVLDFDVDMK
The depositor's hits bear a star.

SMILES	MITF inh	TEAD-YAP inh	GPR151 activ	FBW7 act
COc1cccc(Cn2c(=O)n(CCCCC(=O)NCc3ccco3)c(=O)c3ccccc32)c1	3	48*	-1.0	-0.3
CC(=NCc1ccccc1)C1=C(O)COC1=O	-6	9	0.3	-0.1
CC1CC2(CCCCC2)N2C(=O)C(=O)c3cccc1c32 (configuration not stated)	4	1	1.2	-0.2
COc1ccc(C2C(C#N)=C(N)OC3=C2C(=O)CC(C)(C)C3)cc1COc1ccccc1C (configuration not stated)	13	-4	-0.3	0.1
C#CCn1c(=NC(=O)CSCC(=O)N2CCN(C(=O)OCC)CC2)sc2ccccc21	1	-5	-1.3	0.1
CC(=O)Nc1cccc(Nc2ncnc3sc(C)cc23)c1	5	-13	0.4	0.0
Cc1ccccc1C(=O)Nc1cccc(-c2nc3ccccc3s2)c1	7	-4	-0.2	0.2
O=C(NS(=O)(=O)c1ccccc1)N1CCC(Oc2cccc(-c3cccnc3)c2)CC1	1	0	-1.1	0.0
O=C(COc1ccc2ccccc2c1Br)Nc1ccc(S(=O)(=O)N2CCCCCC2)cc1	-2	1	0.6	-0.1
O=C(NCc1nnc(SCC(=O)N2CCc3ccccc32)n1-c1ccccc1)c1cccc(F)c1	-9	-11	-1.3	-0.1

Brought forward from above: 2 entries, followed by the next part.
SMILES	MITF inh	TEAD-YAP inh	GPR151 activ	FBW7 act
O=C(COc1ccc2ccccc2c1Br)Nc1ccc(S(=O)(=O)N2CCCCCC2)cc1	-2	1	0.6	-0.1
O=C(NCc1nnc(SCC(=O)N2CCc3ccccc32)n1-c1ccccc1)c1cccc(F)c1	-9	-11	-1.3	-0.1
COc1cccc(-c2cncc(-c3cncc(OC)c3)n2)c1	16	-27	-0.5	0.0
COc1ccccc1-n1c(SCC(=O)NC(C)(C)C)nnc1-c1cccnc1	15	8	0.9	0.1
Cc1cc2c(=O)n(Cc3ccco3)c(SCC(=O)Nc3ccccc3)nc2s1	8	8	0.3	0.1
COc1ccc(NC(=O)C(=O)N/N=C/c2cccc(OC)c2OC)cc1	8	0	-2.2	0.1
Cc1ccc(NC(=O)C2CCN(C(=O)Nc3ccc(C)cc3)CC2)cc1	11	-24	0.3	0.0
CCC1CCc2nc(N)c(C#N)c(-c3ccccc3Cl)c2C1 (configuration not stated)	10	1	0.5	0.1
O=Cc1cc([N+](=O)[O-])c(N2CCOCC2)cc1N1CCOCC1	-1	-4	-0.9	0.0
C=CCOc1c(Br)cc(/C=C2\NC(=S)NC2=O)cc1Br	-9	-6	-0.3	0.2
O=C(c1ccccc1Br)N1CCN(c2ccc([N+](=O)[O-])c(NCc3ccco3)c2)CC1	-4	-32	2.9	-0.1
O=C(CSc1nc(Nc2ccc(F)cc2)c2ccccc2n1)c1ccc(Cl)cc1	10	13	-0.4	0.2
COc1ccc(C2CC(C(F)(F)F)n3ncc(C(=O)Nc4cccc(O)c4)c3N2)cc1 (configuration not stated)	-6	-10	-1.4	0.0
O=C(Nc1ccc(S(=O)(=O)N2CCCCC2c2cccnc2)cc1)c1ccccc1[N+](=O)[O-] (configuration not stated)	19	2	0.0	0.0
NC(=O)c1ccccc1Nc1ncnc2c1nc1n2CCCCC1	-11	48*	1.0	-0.2
O=C(Nc1ccc2c(c1)CCC2)c1cc(N2CCN(c3ccc(F)cc3)CC2)nc2ccccc12	7	8	0.3	0.0
CCCOc1ccc(C2Oc3ccccc3C3CC(c4cccc5ccccc45)=NN32)cc1 (configuration not stated)	7	-28	-0.5	0.0
Cc1ccc2nc(C)c(C(=O)NCC(F)(F)F)n2c1	18	0	0.1	1.9*
COc1cc(Nc2nc(C(=O)NCCCN3CCCC3=O)cs2)cc(OC)c1OC	11	-7	2.9	0.0
O=Cc1ccc(OCC(=O)Nc2ccccc2C(F)(F)F)cc1	-3	-4	0.0	0.0
O=c1c2cc(N3CCOCC3)ccc2[nH]c(=S)n1CCN1CCCC1	6	-3	0.2	-0.2
CCOC1OC(=O)c2c1ccc(OC)c2OC (configuration not stated)	17	-2	0.1	1.3
Cc1ccc(-n2cc(-c3ccccc3)nc2SCC(=O)c2ccccc2)cc1	10	-42	1.0	0.5
COC(=O)C(C#N)C(=O)c1ccc(F)cc1 (configuration not stated)	2	2	2.1	-0.1
CCC(=O)Nc1ccc2c(c1)COC2=O	12	-8	-0.3	0.2
Cc1nc2c(C(=O)NCCN(C)C)cnn2c(C)c1Cc1ccccc1Cl	-1	4	1.9	-0.1
Cc1cc(NC(=O)c2ccccc2)ncc1NC(=O)C(C)(C)C	-4	0	2.9	-0.1
COc1ccc(CCN(Cc2cccnc2)C(=S)Nc2ccc(Oc3ccccc3)cc2)cc1OC	5	-1	-0.3	-0.2
Cc1cc(C)cc(NC(=O)C(=O)NC2CCCCC2)c1	4	-5	0.9	0.0
O=C(O)CSc1nnc2n(CCOc3ccccc3)c3ccccc3n12	3	-9	0.8	-0.1
CCOc1ccc(C2C(C(=O)Nc3cc([N+](=O)[O-])ccc3OC)c3ccccc3C(=O)N2CCN2CCOCC2)cc1 (configuration not stated)	-27	1	1.3	-0.1
CN1C(=O)S/C(=C/c2ccc(Oc3ccc([N+](=O)[O-])cn3)cc2)C1=O	1	8	-1.6	-0.2
CC(C)c1ccc(/C=C2\SC(N3CCCC3)=NC2=O)cc1	-1	0	3.3	0.0
NC(=O)c1ccccc1NC(=O)C(Cc1ccccc1)N1C(=O)c2ccccc2C1=O (configuration not stated)	7	-3	-1.0	-0.3
CCc1ccc(C2C(C#N)=C(N)OC3=C2C(=O)CCC3)cc1 (configuration not stated)	-9	2	0.9	-0.1
CCc1ccc(CN2CCc3nnc(CCNC(=O)c4ccoc4)n3CC2)cc1	-7	3	0.7	-0.1
CCCCCCc1nc2c(=O)n(C)c3ccccc3c2o1	0	-3	-0.2	0.9
CCOc1cccc(C(=O)Nc2cc(C(=O)OC)cc(C(=O)OC)c2)c1	-11	0	1.0	-0.2
Cc1nn(-c2ccccc2[N+](=O)[O-])c(=O)c2ccccc12	7	-9	-0.3	0.2
OCC1CCN(C2CCCN(Cc3cccc(Cl)c3)C2)CC1 (configuration not stated)	13	7	-1.0	0.2
COC(=O)C1=C(C)NC(=O)NC1c1cccc(Br)c1 (configuration not stated)	-3	0	-1.7	0.0
Cc1ccc2c(c1)-c1c(cnn1CC(=O)Nc1cccc(C)n1)CO2	3	6	0.4	0.0

11 entries from above, arranged by number of heavy atoms, ascending:
SMILES	MITF inh	TEAD-YAP inh	GPR151 activ	FBW7 act
COC(=O)C1=C(C)NC(=O)NC1c1cccc(Br)c1 (configuration not stated)	-3	0	-1.7	0.0
Cc1cc(C)cc(NC(=O)C(=O)NC2CCCCC2)c1	4	-5	0.9	0.0
CC(C)c1ccc(/C=C2\SC(N3CCCC3)=NC2=O)cc1	-1	0	3.3	0.0
CCc1ccc(C2C(C#N)=C(N)OC3=C2C(=O)CCC3)cc1 (configuration not stated)	-9	2	0.9	-0.1
Cc1cc(NC(=O)c2ccccc2)ncc1NC(=O)C(C)(C)C	-4	0	2.9	-0.1
CN1C(=O)S/C(=C/c2ccc(Oc3ccc([N+](=O)[O-])cn3)cc2)C1=O	1	8	-1.6	-0.2
O=C(O)CSc1nnc2n(CCOc3ccccc3)c3ccccc3n12	3	-9	0.8	-0.1
CCc1ccc(CN2CCc3nnc(CCNC(=O)c4ccoc4)n3CC2)cc1	-7	3	0.7	-0.1
NC(=O)c1ccccc1NC(=O)C(Cc1ccccc1)N1C(=O)c2ccccc2C1=O (configuration not stated)	7	-3	-1.0	-0.3
COc1ccc(CCN(Cc2cccnc2)C(=S)Nc2ccc(Oc3ccccc3)cc2)cc1OC	5	-1	-0.3	-0.2
CCOc1ccc(C2C(C(=O)Nc3cc([N+](=O)[O-])ccc3OC)c3ccccc3C(=O)N2CCN2CCOCC2)cc1 (configuration not stated)	-27	1	1.3	-0.1

(more compounds)
SMILES	MITF inh	TEAD-YAP inh	GPR151 activ	FBW7 act
CCOc1ccc(C(=O)Nc2c(C(N)=O)oc3ccccc23)cc1	17	5	-0.2	0.4
CCSc1nnc(NC(=O)c2c(F)cccc2F)s1	-4	-4	-1.4	-0.2
Cc1cc(C(=O)Nc2cc(C(F)(F)F)ccc2N2CCOCC2)c2ccccc2n1	9	-6	-1.5	-0.1
COC(=O)c1ccc(Nc2ncnc3c2cnn3-c2ccc(Cl)cc2)cc1	5	8	0.0	0.0
O=c1ccc(C2CC2)nn1C1CCN(S(=O)(=O)c2cccc3nonc23)CC1	-10	-4	-0.6	-0.2
CCC(C)C(NC(=O)C1CCC(C)CC1)C(=O)Nc1cccc(C)n1 (configuration not stated)	15	5	-0.7	0.1
Cc1ccccc1-n1c(=S)sc2c1nc(SCc1cccc([N+](=O)[O-])c1)n1c3ccccc3nc21	-16	-1	0.3	0.0
CC[C@@H]1NC(=O)[C@@H]2C[C@H](NC(=O)c3cccnc3)CN2C1=O	-4	6	-1.3	-0.1
COc1ccc(CN2CCCC(CNC(=O)c3cccs3)C2)c(F)c1 (configuration not stated)	-6	1	-1.4	0.0
Cc1ccc([N+](=O)[O-])cc1N=Cc1ccc([N+](=O)[O-])s1	27	5	-1.4	1.1
COC(=O)CSC1=C(C#N)C(c2ccccc2)C(C(=O)Nc2ccccc2)=C(C)N1 (configuration not stated)	-5	-8	5.7*	0.0
c1ccc(Nc2nc(Nc3ccc4c(c3)OCO4)c3ncn(-c4ccccc4)c3n2)cc1	16	-23	-0.3	0.5
COc1cc(-c2[nH]nc3c2C(c2cc(OC)c(OC(=O)N4CCOCC4)c(OC)c2)C(C#N)=C(N)O3)cc(OC)c1OC (configuration not stated)	-4	10	-1.8	-0.1
COc1ccccc1N=Cc1ccc(O)cc1O	2	3	-0.7	0.1
CCC(C)(C)NC(=O)CN(C(=O)CCC(=O)Nc1ccccn1)c1ccccc1OC	7	9	-1.0	0.2
CCCCNC(=O)c1sc2ncnc(N3CCN(c4ccc(OC)cc4)CC3)c2c1C	10	3	-0.6	-0.2
O=c1cnccn1OCc1ccccc1	21	6	-0.4	0.7
Cc1c(C(=O)Nc2ccc(C(F)(F)F)cc2)sc2ncn(CC(=O)N3CCCC(C)C3)c(=O)c12 (configuration not stated)	5	5	-1.6	0.3
COc1cc(Br)c(/C=C2\C(=O)N(c3ccccc3)N=C2C)cc1OC	13	-3	-1.7	0.0
CC/C(Cc1ccccc1)=N/NC(=O)CCn1nnc2ccccc21	10	7	-1.5	0.1
Cc1cc(C)nc(NC(=O)/C=C/c2ccc([N+](=O)[O-])cc2)c1	-19	2	1.6	0.1
O=C(CC(CC(=O)OCCl)(CC(=O)OCCl)CC(=O)OCCl)OCCl	11	7	-0.8	0.1
O=C1CC(N2CCCC2)C(=O)N1c1ccc(I)cc1 (configuration not stated)	6	-1	-0.4	0.2
O=[N+]([O-])c1ccc(Oc2cccc(O)c2)cc1	-1	10	-0.8	-0.1
COc1ccc(S(=O)(=O)NCC(c2ccco2)S(=O)(=O)c2ccc(C)cc2)cc1 (configuration not stated)	-3	4	-0.6	-0.1
Cc1ccc(N2C(=O)C(Cl)=C(Cl)C2=O)c(C)c1	12	5	-0.3	0.5
CCOC(=O)Cn1c(=O)c2c(nc3n2CC(C)CN3c2cc(Cl)ccc2C)n(C)c1=O (configuration not stated)	-4	7	0.3	0.1
COc1ccccc1N1CCN(S(=O)(=O)c2ccc(F)c(C(=O)Nc3cccc(C)c3C)c2)CC1	22	-4	-2.0	0.6
CCCNc1ccnc(Nc2ccc(N3CCOCC3)cc2)n1	-9	2	0.3	0.1
C/C(N)=C(/C#N)C(=O)CSc1nc2ccc([N+](=O)[O-])cc2s1	12	11	-2.2	0.0
Cc1ccc(C2=N/C(=C\c3ccc(OC(=O)c4cccc([N+](=O)[O-])c4)cc3)C(=O)O2)cc1	-17	5	-0.7	-0.1
COc1ccc(-c2ccc(C(=O)NCCN3CCOCC3)s2)cc1	1	0	2.2	-0.1
CCOC(=O)C1=C(c2ccccc2)N=C2SCC(=O)N2C1c1c(OC)ccc2ccccc12 (configuration not stated)	5	0	-0.9	0.3
CCOC(=O)NCCc1csc2nc(C)cc(=O)n12	-4	-5	0.6	-0.1
COc1cc(C2c3c(oc4ccccc4c3=O)C(=O)N2CCCO)ccc1O (configuration not stated)	2	13	-0.8	0.1
O=C1CCCCC1C1(O)C(=O)Nc2ccccc21 (configuration not stated)	6	-4	-0.5	-0.1
NC(=O)c1c(N)nc2nncn2c1-c1ccc([N+](=O)[O-])cc1	12	-1	-1.6	-0.1
CCC(CO)NC(=O)C(=O)NCc1ccc(Cl)cc1 (configuration not stated)	0	2	0.8	-0.1
CCCn1c(=NC(=O)c2ccc(C)cc2)c(C(=O)OCC)cc2c(=O)n3ccccc3nc21	1	0	-0.9	0.0
COc1cccc(NC(=O)CSc2nc(N)cc(=O)[nH]2)c1	-4	-6	2.0	0.0
CCOC(=O)c1sc(NC2=NS(=O)(=O)c3ccccc32)c(C(=O)OCC)c1C	13	12	1.4	-0.1
CCNc1nc(C)c2cc(Br)c(=O)n(CC)c2n1	9	-3	-1.0	0.5
CCOC(CNC(=O)c1ccc2nc3[nH]c4ccccc4c3nc2c1)OCC	7	-28	0.0	0.1
COc1ccc(N2CCN(c3ncnc4sc(C(=O)Nc5ccc(F)c(Cl)c5)c(C)c34)CC2)cc1	-8	-8	1.3	-0.1
CCOC(=O)c1c(NC(=O)CN2CCCCCC2)sc2c1CCCC2	11	10	0.3	0.0
CCCCc1cc(=O)oc2c(C)c(OCC(=O)N(C)C)ccc12	7	9	-0.4	0.1
COc1ccc2sc(N(Cc3cccnc3)C(=O)C3COc4ccccc4O3)nc2c1 (configuration not stated)	-13	-11	-2.4	0.1
CCOC12CCC(C)(CC1)/C(=N/NS(=O)(=O)c1ccc(C)cc1)C2	5	-6	0.5	-0.1
O=C(CN1CCN(C2c3ccccc3-c3ccccc32)CC1)Nc1ccc(F)c(F)c1	-17	15	0.2	0.0
